XBP1 UPR activ: adaptive UPR (XBP1) activation | CHO-XBP1 luciferase reporter, IRE1-XBP1 UPR activation, luminescence; percent of tunicamycin response, DMSO as zero | activation, % at 20 µM | hit rate 0.33% among 330,000 | AID 463104;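 active = versus positive control, 20 µM dose yields 30% or more activation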;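 also: 100% = tunicamycin at 10 µg/mL and 0% = DMSO only wells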
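Material: CHO cell line with stable XBP1 luciferase reporter; schedule: 16-18 h cell attachment at 37 °C, then 6 h compound exposure; signal: glow luminescence from Steady-Glo reagent; medium: serum-containing F12 medium, 10% FBS; benchmarks: tunicamycin 10 µg/mL and vehicle-only wells; read-out: percent activation relative to tunicamycin reference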
tim10-1 inh: tim10-1 yeast growth inhibition. inhibition, % at 20 µM. S. cerevisiae tim10-1 ts strain growth, BacTiter-Glo, 24 h. AID 463190. hit rate 2.2% among 330,000;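 active = inhibition of at least 40%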;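 also: mutant grown at 25 °C; 0% = DMSO wells with yeast and 100% = wells holding no yeast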
CHOP UPR activ: activators of apoptotic arm of unfolded protein response (CHOP) | CHO-CHOP luciferase reporter, UPR activation, luminescence; percent of tunicamycin response over DMSO baseline | activation, % at 10 µM | hit rate 0.34% among 330,000 | AID 449763;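 active = at 10 µM dose, activation of 40% or more, normalized to positive control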;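 also: 100% = tunicamycin at 10 µg/mL and 0% = DMSO alone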
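Evaluation: % reporter activation, DMSO baseline versus tunicamycin full activation; System: CHO-CHOP luciferase reporter cell line; Input: 500 cells/well; Incubation: 6 h compound treatment, 37 °C; Measured by: Steady-Glo luciferase luminescence; Dosing: one dose, 10 µM in 0.5% DMSO; Buffer or medium: F12 medium, 10% FBS; Benchmarks: positive tunicamycin 10 µg/mL, negative DMSO alone.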
NLRP3 yeast inh: blocks the NALP3 inflammasome reconstituted in yeast. Yeast reconstituted NLRP3/ASC/caspase-1, beta-gal luminescence, 24 h. inhibition, % at 10 µM. hit rate 0.39% among 330,000;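 active = inhibition of 50% or more; inactive = inhibition below 50%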;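 also: plate controls were induced DMSO wells for no effect and uninduced yeast grown without galactose for full effect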
Mdm2 MdmX PPI: human Mdm2/MdmX binding inhibition; hit rate 3% among 330,000; SaOS-2 split-luciferase Mdm2/MdmX complementation, luminescence; O15151+Q00987; AID 485346; inhibition, % at 8 µM;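 active = inhibition of at least 50% at 8 µM in the primary screen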
Target sequence (O15151 whole entry, looked up): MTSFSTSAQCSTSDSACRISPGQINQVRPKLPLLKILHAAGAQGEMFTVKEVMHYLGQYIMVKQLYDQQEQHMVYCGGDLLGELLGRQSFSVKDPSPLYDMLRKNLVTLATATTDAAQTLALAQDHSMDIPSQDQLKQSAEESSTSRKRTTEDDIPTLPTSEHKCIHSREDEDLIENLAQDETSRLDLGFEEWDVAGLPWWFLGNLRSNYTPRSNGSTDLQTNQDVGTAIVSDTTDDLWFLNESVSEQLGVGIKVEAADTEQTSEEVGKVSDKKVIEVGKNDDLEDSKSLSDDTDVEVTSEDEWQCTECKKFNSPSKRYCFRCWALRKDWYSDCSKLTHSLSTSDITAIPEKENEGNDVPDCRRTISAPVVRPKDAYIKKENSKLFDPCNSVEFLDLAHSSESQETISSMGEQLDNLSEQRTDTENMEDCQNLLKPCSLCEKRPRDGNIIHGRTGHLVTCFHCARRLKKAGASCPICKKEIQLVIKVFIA
Target sequence (Q00987 whole entry, looked up): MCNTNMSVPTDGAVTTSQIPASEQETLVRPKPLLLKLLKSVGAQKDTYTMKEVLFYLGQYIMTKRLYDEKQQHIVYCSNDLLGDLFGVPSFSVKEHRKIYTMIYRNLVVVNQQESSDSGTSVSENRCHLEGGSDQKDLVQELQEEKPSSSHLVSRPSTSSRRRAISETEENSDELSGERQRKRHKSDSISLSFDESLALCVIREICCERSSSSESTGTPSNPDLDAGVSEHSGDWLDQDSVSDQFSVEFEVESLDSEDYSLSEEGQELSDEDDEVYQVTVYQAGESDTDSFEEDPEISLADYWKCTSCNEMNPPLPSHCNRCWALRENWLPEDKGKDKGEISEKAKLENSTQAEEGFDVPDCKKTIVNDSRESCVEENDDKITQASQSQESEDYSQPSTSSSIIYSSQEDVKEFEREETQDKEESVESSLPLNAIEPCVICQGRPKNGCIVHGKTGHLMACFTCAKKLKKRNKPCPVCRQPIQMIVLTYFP
tim23-1 inh: inhibits growth of tim23-1 mutant yeast; S. cerevisiae tim23-1 growth, BacTiter-Glo luminescence, 24 h; inhibition, % at 20 µM; hit rate 1.3% among 330,000; AID 463212;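 active = growth inhibition of the mutant yeast at or above 50%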;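 also: temperature-sensitive mutant grown at 25 °C; plate controls were DMSO-treated mutant yeast for no effect and medium wells lacking yeast for full effect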
APJ ag: agonists of human APJ apelin receptor; CHO-K1 APJ PathHunter beta-arrestin, luminescence; 0% DMSO wells, 100% apelin; activation, % at 20 µM; hit rate 0.11% among 330,000;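 active = activation more than six SD over the plate average, tested at 20 µM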;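 also: 0% = DMSO alone and 100% = apelin-13 at 10 nM; some results filed as inactive read as strong as hits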
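Test system – PathHunter CHO-K1 APJ (AGTRL-1) beta-arrestin reporter cells · Input – 1000 cells/well · Compound – single test compound dose, 20 µM final, 1% DMSO · Times – compound stimulation 90 min at 25 °C, detection 60 min · Technique – beta-gal luminescence · Read-out basis – APJ–arrestin association signal · Control set – negative DMSO alone, positive Apelin-13 at 10 nM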
TIM10 inh: TIM10 yeast growth inhibition. inhibition, % at 10 µM. hit rate 1.4% among 330,000. S. cerevisiae TIM10 strain growth, BacTiter-Glo luminescence, 24 h;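 active = inhibition of 40% or more at the single tested concentration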;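 also: wild-type TIM10 isogenic control strain grown at permissive 25 °C; 0% = DMSO yeast wells and 100% = minimal medium wells without yeast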
GRIN3A LBD mod: modulates the human NR3A ligand-binding domain; Tm shift relative to glycine control, % at 25 µM; NR3A LBD differential scanning fluorimetry, Tm shift; 0% = protein alone, 100% = glycine-bound protein; hit rate 2.5% among 340,000;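 active = melting temperature shift of at least 10% of the positive control shift, at one fixed dose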
Starred values were filed as active, the others as inactive.

SMILES | XBP1 UPR activ | tim10-1 inh | CHOP UPR activ | NLRP3 yeast inh | Mdm2 MdmX PPI | tim23-1 inh | APJ ag | TIM10 inh | GRIN3A LBD mod
COc1ccc(NC(=O)Nc2ccc3c(c2)C(=O)N([C@H](C)CO)C[C@H](C)[C@@H](CN(C)C(=O)NC(C)C)O3)cc1 | -3 | 2 | -1.0 | 4 | 8 | -3 | -2 | -2 | 1
O=C(c1cc(COc2c(F)cccc2F)on1)N1CCc2ccccc2C1 | 0 | 0 | -1.2 | 5 | 24 | 26 | -3 | 8 | 1
Cc1onc(-c2ccccc2Cl)c1C(=O)NCCCN1CCOCC1 | -2 | 21 | -2.7 | 5 | -6 | 22 | -2 | -9 | 2
CCOc1ccc(CCNC(=O)CCCN2C(=O)c3ccccc3C2=O)cc1OCC | 0 | 33 | -0.2 | -3 | 4 | 15 | -1 | 12 | -1
CCN(CC)S(=O)(=O)c1cccc(NC(=O)CSc2nc3ccccc3[nH]2)c1 | -2 | 15 | -1.7 | 7 | 1 | 28 | -3 | 12 | -4
Cc1ccc(S(=O)(=O)N/N=C\c2cn(CC(N)=O)c3ccccc23)cc1 | -2 | 1 | 1.6 | -3 | 13 | 8 | -2 | 6 | 2
COc1ccc(-c2cc(C(=O)N3CCCCC3)c3ccccc3n2)cc1 | -1 | 34 | 1.9 | 28 | 9 | 33 | 9 | 15 | 1
CCOc1ccc(NC(=O)Nc2ccc(Br)cn2)cc1 | 4 | 11 | 2.0 | -6 | -15 | 2 | -1 | 18 | 2
Cc1c(Cl)c([N+](=O)[O-])nn1CC(=O)N1CCCc2ccccc21 | -5 | 19 | 1.3 | 21 | 18 | 18 | -5 | 9 | -5
Nc1c(C(=O)NCc2ccco2)sc2nc(N3CCOCC3)c3c(c12)CCCC3 | 8 | 23 | 1.9 | 4 | 8 | 23 | 19 | 13 | 4
CCc1cccc2c(C(=O)COC(=O)c3cnc(C)cn3)c[nH]c12 | -2 | 8 | 0.2 | 10 | -2 | 17 | -4 | 11 | -1
C[C@H](NC(=O)[C@H]1N2C(=O)c3ccccc3C2SC1(C)C)C(=O)NCC1CCCO1 (stereo partly drawn) | -5 | -8 | -0.8 | 18 | -1 | -6 | -4 | 11 | 0
COc1ccc(NC(=O)c2ccc(S(=O)(=O)N3CCCC3)cc2)cc1OC | -3 | 12 | 0.1 | -6 | -1 | 8 | -2 | 14 | 0
COC(=O)Nc1ccc(S(=O)(=O)N2CCN(C)CC2)cc1 | 6 | 3 | -3.9 | -4 | 13 | 0 | -3 | -4 | 0
CS(=O)(=O)c1ccc(-c2sc3ccccc3c2C(=O)N2CCN(c3ccc(F)cc3)CC2)cc1 | -2 | 7 | 1.3 | 18 | -10 | 13 | 1 | 4 | 1
O=C1N(Cc2cccnc2)C[C@@H]2C[C@@H](c3cccc(C(F)(F)F)c3)N3CCC[C@@]123 | -1 | 6 | -3.3 | 1 | 14 | 1 | -2 | 10 | -3
O=C1CN=CN=CN1c1ccc(Cl)cc1Cl | 2 | 16 | -1.0 | 8 | 21 | -45 | -1 | 24 | -2
Cc1ccc(C2CC(=O)c3cnc(N4CCN(c5ccccc5)CC4)nc3C2)cc1 (stereo not drawn) | 1 | 20 | -3.1 | 10 | 0 | 13 | -1 | -1 | 0
Cc1ccc(SCc2[nH]nc3c2C(c2cccnc2)C(C#N)=C(N)O3)cc1 (stereo not drawn) | 1 | 8 | -1.3 | 24 | 22 | 12 | -1 | 3 | 1
COC(=O)c1ccccc1S(=O)(=O)NCc1nc2nc(C)cc(C)n2n1 | 0 | -1 | 0.5 | 13 | 17 | -13 | -3 | 3 | 0
O=C1C(Cl)=C(N2CCCC2)C(=O)N1c1ccc(F)cc1 | -2 | 7 | 1.9 | 8 | -10 | 25 | 1 | -2 | 0
CN(Cc1nc(-c2ccc(Cl)cc2)no1)C(=O)CCN1C(=O)[C@H]2CC=CC[C@H]2C1=O | -9 | 14 | 1.3 | 13 | 2 | 15 | -2 | 5 | 0
O=C(CN1C(=O)NC2(CCCCC2)C1=O)N1CCN(S(=O)(=O)c2ccc(F)c(F)c2F)CC1 | -2 | 11 | 0.8 | 16 | -9 | 17 | 9 | 7 | 0
Cc1cc(=O)[nH]c(-n2nc(C)c(Oc3ccccc3O)c2C)n1 | 0 | -2 | -0.5 | 15 | 32 | -6 | -6 | -22 | -2
COc1ccccc1N1CCN(C2CCCN(C(=O)CCn3cncn3)C2)CC1 (stereo not drawn) | -7 | -19 | 1.6 | 23 | 13 | -5 | 3 | -6 | 2
CCOC(=O)C1=C(C)N(CC(C)C)C(=O)/C1=C\c1ccc(OCC(=O)Nc2ccccc2)cc1 | -1 | 29 | 0.0 | 6 | 19 | 26 | 4 | 18 | -4
COc1cccc(CC(=O)OC(C)C(=O)Nc2ccc(Cl)cn2)c1 (stereo not drawn) | 2 | 4 | 0.0 | -3 | 12 | 15 | -5 | -7 | 1
N#Cc1ccccc1OCC(=O)NCc1ccccc1CN1CCCC1 | -1 | -15 | -0.7 | 11 | -9 | -19 | -4 | -8 | 0
COc1ccc(/C=C\C(=O)Oc2cccc(/C=N/NC(=O)Cc3ccc(OC)c(OC)c3)c2)cc1 | 7 | -2 | 5.7 | 16 | 21 | -10 | -1 | 9 | -3
COc1ccc(-c2noc(CSc3ccccc3)n2)cc1OC | 6 | 3 | 7.3 | 19 | -106 | -7 | -4 | 2 | -1
COCCCC1CCN(C(=O)C2CCC(=O)N(CC3CCCCC3)C2)CC1 (stereo not drawn) | -3 | 22 | 2.8 | -1 | 20 | 13 | 3 | 11 | -1
O=S(=O)(c1cccc2nonc12)N1CCN(c2cccc(Cl)c2)CC1 | -2 | 18 | -0.7 | 12 | 7 | 23 | -6 | 17 | -8
CCN(CC(=O)Nc1ccc2c(c1)OCCO2)C(=O)c1cc(S(=O)(=O)N2CCOCC2)ccc1F | -2 | 8 | 0.8 | 3 | 2 | 17 | 2 | 8 | -1
CCCCCNC(=O)C(C)NS(=O)(=O)c1ccc(OC)cc1 (stereo not drawn) | -5 | -11 | -1.6 | 8 | 12 | 4 | 6 | 3 | -2
Cc1ccc2cc(C#N)c(N3CCN(C)CC3)nc2c1 | 3 | 8 | -1.5 | 13 | 2 | -4 | -4 | -3 | 5
COc1cccc(C2C(C#N)=C(N)N(N(C)C)C3=C2C(=O)CCC3)c1OC (stereo not drawn) | -1 | 8 | 0.4 | 20 | -22 | 14 | -1 | 9 | 2
C=CCNC(=O)/C=C/c1cccs1 | -4 | 5 | 1.6 | 15 | -3 | 9 | -4 | 16 | -3
CCC/C(O)=C1\C(=O)CC(C)(C)CC1=Nc1ccccc1O | -1 | 24 | -0.2 | -1 | -12 | 15 | 0 | 2 | -5
CCn1cc(/C=C(\NC(=O)c2ccccc2OC)C(=O)NCCCN2CCOCC2)c2ccccc21 | -4 | 10 | 0.6 | 4 | -7 | 3 | 0 | 11 | 2
c1n[nH]c(SCCCCSc2ncn[nH]2)n1 | -1 | -5 | -0.8 | 13 | 8 | -3 | -1 | 5 | 0
CN(Cc1nc(-c2ccncc2)no1)S(=O)(=O)c1ccccc1 | 3 | -7 | -1.1 | 26 | -15 | -17 | 7 | -26 | -1
CC(C(=O)N1CCOCC1)N1C(=O)c2cccc3cccc(c23)C1=O (stereo not drawn) | 0 | 7 | -2.0 | -11 | 2 | 12 | -1 | 2 | 0
Cc1cccc(N(C(=O)CCC(=O)Nc2nccs2)C(C(=O)NC(C)(C)C)c2ccc(O)cc2)c1 (stereo not drawn) | -5 | 6 | -1.4 | 12 | -3 | 9 | -2 | 3 | -1
O=C(CCc1ccncc1)N1CCCC(Nc2ccc(F)c(F)c2)C1 (stereo not drawn) | -1 | -40 | -1.9 | 21 | 12 | -146 | -3 | -23 | 1
O=[N+]([O-])c1ccc(OCC(O)CNC2CCCC2)cc1 (stereo not drawn) | -3 | -13 | -0.3 | 15 | -12 | 0 | -3 | -5 | -1
COc1ccc(-c2cnn3c(N)c(S(=O)(=O)c4ccccc4)cnc23)cc1 | 9 | 16 | -0.3 | -25 | 24 | 5 | -1 | 19 | 2
CCOC(=O)C1CCCN(C(=O)c2cn(C)c3ccc(S(=O)(=O)N(C)C)cc3c2=O)C1 (stereo not drawn) | 0 | -1 | -0.2 | 2 | 12 | -5 | -1 | -1 | 1
CCC1=NN(C(=O)Cc2ccc([N+](=O)[O-])cc2)C(O)(c2ccncc2)C1 (stereo not drawn) | 5 | 13 | -1.7 | 13 | 11 | 2 | 1 | 4 | -4
Cc1cccc(NC(=O)C2CCCN(S(=O)(=O)c3cccc4nonc34)C2)c1 (stereo not drawn) | 0 | -10 | 2.2 | 4 | 34 | -5 | -5 | 17 | -1
CN(C/C=C/c1ccccc1)Cc1cccc2ccccc12 | -7 | 20 | 1.7 | 11 | 2 | -10 | -7 | 2 | 3
CCN(CC)c1nc(SCC(=O)O)nc(N(CC)CC)n1 | -2 | 10 | -2.3 | 9 | 22 | 15 | -3 | 4 | -3
CCCCN(C(=O)CSc1nncn1-c1ccccc1)c1c(N)n(Cc2ccccc2)c(=O)[nH]c1=O | -1 | 19 | 2.6 | 17 | 4 | 14 | 0 | 14 | -5
Cc1ccc(C)c(SCC(=O)N(C)CC(=O)Nc2ccc(N3CCOCC3)cc2)c1 | -5 | 11 | 1.3 | 9 | 24 | 3 | 6 | 4 | 0
C[C@H](NC(=O)c1nc[nH]c1C(=O)N[C@H](C)c1ccccc1)C(=O)OC(C)(C)C | -4 | 32 | -0.8 | 14 | 25 | 18 | -2 | 16 | -1
CC(=O)Nc1cccc(NC(=S)Nc2cccc(Cl)c2C)c1 | 0 | 2 | 1.2 | 6 | -29 | 9 | -3 | 8 | 2
CN(C)C(=O)N1CCCC(C(=O)NCc2ccc(F)cc2Cl)C1 (stereo not drawn) | 0 | 3 | 0.0 | 6 | 24 | 7 | 0 | 9 | 3
CCN1CCN(C(=O)c2cc(-c3ccc(Cl)s3)nc3ccccc23)CC1 | -3 | 39 | 3.9 | 21 | 10 | 29 | 4 | 15 | 1

Profiles as entered above. Values in the order: XBP1 UPR activ	tim10-1 inh	CHOP UPR activ	NLRP3 yeast inh	Mdm2 MdmX PPI	tim23-1 inh	APJ ag	TIM10 inh	GRIN3A LBD mod
Results for CCC1=NN(C(=O)Cc2ccc([N+](=O)[O-])cc2)C(O)(c2ccncc2)C1 (stereo not drawn) : 5	13	-1.7	13	11	2	1	4	-4
Results for CC(C(=O)N1CCOCC1)N1C(=O)c2cccc3cccc(c23)C1=O (stereo not drawn) : 0	7	-2.0	-11	2	12	-1	2	0
Results for CN(C/C=C/c1ccccc1)Cc1cccc2ccccc12 : -7	20	1.7	11	2	-10	-7	2	3

High-throughput results as filed in PubChem.

Compounds as they come (roughly 8.2% active in at least one column).
